# Assay outcomes from PubChem BioAssay.
# WRN inhibitor: inhibitors of human WRN helicase. Q14191. WRN helicase unwinding, fluorescent forked duplex, kinetic. Potency, µM (top dose mostly 114 µM), for inactives: at the highest dose activity change, negative = inhibition, actives largely listed as inhibitors. AID 651768. 360,000 compounds, 0.46% hits; note: potency is the fitted concentration of half-maximal effect; % is set by controls: 0 for no effect and ±100 for the full control effect; nearly all actives have a fitted effect of over 55% in size
#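 Kinetic fluorescence helicase assay: unwinding of a quenched forked DNA duplex (100 nM final) with 2 mM ATP final raises red fluorescence (525/598 nm). Compounds sat 15 min at room temperature with 20 nM WRN beforehand.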
# DRD3 antagonist: D3 dopamine receptor (human) antagonism. AID 652054. max response, negative = inhibition, %. 360,000 compounds, 2.5% hits. D3R cells, DiscoveRx beta-arrestin luminescence, antagonist mode; active compounds read low; in the data active = max response below about -50%; inconclusive = no clear call, values can overlap the other calls; note: % is set by controls: 0 for no effect and ±100 for the full control effect; mostly tested at two doses, the higher about 12 µM
# Target sequence (P35462 whole entry, looked up): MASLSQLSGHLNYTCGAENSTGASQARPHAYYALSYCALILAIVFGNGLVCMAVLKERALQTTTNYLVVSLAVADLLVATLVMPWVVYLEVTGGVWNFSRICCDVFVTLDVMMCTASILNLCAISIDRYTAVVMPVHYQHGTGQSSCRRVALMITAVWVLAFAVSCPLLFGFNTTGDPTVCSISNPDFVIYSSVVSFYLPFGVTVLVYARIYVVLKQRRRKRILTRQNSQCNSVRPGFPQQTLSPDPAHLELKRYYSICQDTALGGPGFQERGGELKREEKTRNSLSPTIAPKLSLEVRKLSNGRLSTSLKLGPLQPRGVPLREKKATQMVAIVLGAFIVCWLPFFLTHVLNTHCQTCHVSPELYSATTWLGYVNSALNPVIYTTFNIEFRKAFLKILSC
#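 Cells plated overnight at 1500 cells/well, then exposed to library compounds with dopamine controls for 90 minutes at 37 degrees C. DiscoveRx reagent added for 30–60 minutes at room temperature; luminescence read, quantitative HTS format.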
# GLP-1R agonist: activates the human GLP-1 receptor | P43220 | HEK293 GLP-1R CRE-luciferase, luminescence, 4-6 h; cells express a hypersensitive GLP-1R form | Potency, µM (doses to about 45.6 µM), for the others: at the top dose activation, actives largely listed as activators | 380,000 compounds, 0.007% hits | AID 624172; note: potency is the fitted concentration of half-maximal effect; % of control where 0% means no effect
# PLK1 PBD block: PLK1 (human) polo-box domain binding inhibition | P53350 | 360,000 compounds, 2.8% hits | Potency, µM, inactives show max response, negative = inhibition, hits mostly inhibitors | AID 720504 | Plk1 PBD binding of FITC phosphopeptide, fluorescence polarization; note: potency is the fitted concentration of half-maximal effect; series mostly up to about 57 µM; % is set by controls: 0 for no effect and ±100 for the full control effect; nearly all actives have a fitted effect of over 65% in size
# PI5P4Ka inh: inhibitors of human PI5P4K alpha; AID 652105; PI5P4Kalpha enzyme, ADP-Glo luminescence, 60 min; active compounds read low; 330,000 compounds, 1.2% hits; max response, %; active = max response of -50% or lower; inconclusive = between -30% and -50%; inactive = -30% or higher; note: value at the top dose of about 77 µM; % is set by controls: 0 for no effect and ±100 for the full control effect
# Target sequence (P48426 whole entry, looked up): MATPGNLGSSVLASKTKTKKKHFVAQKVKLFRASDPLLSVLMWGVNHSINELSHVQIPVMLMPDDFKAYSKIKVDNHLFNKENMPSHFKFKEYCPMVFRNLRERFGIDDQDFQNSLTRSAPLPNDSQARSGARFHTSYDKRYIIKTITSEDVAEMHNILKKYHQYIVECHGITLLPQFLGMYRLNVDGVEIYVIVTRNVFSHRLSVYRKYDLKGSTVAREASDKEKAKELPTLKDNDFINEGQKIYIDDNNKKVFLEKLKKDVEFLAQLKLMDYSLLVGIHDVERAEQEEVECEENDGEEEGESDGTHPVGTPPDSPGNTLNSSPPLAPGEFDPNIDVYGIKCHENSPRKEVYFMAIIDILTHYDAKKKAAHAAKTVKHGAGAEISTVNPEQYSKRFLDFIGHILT
#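 Quantitative HTS of the MLSMR library against PI5P4Kalpha with substrate. ATP added last at 5 microM final; room temperature, 60 minutes. Remaining ATP depleted, ADP converted and read as luminescence.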
# GLP-1R inv ag: inverse agonists of human GLP-1 receptor; P43220; HEK293 GLP-1R CRE-luciferase, luminescence, 24 h; GLP-1R form is constitutively active; Potency, µM (top dose mostly 38.3 µM), without a hit: at the top dose activity change, negative = inhibition, actives largely listed as inhibitors; 410,000 compounds, 1.6% hits; AID 624417; note: potency is the fitted concentration of half-maximal effect; % is set by controls: 0 for no effect and ±100 for the full control effect; nearly all actives have a fitted effect of over 55% in size
#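 Cells are plated, allowed 12 hours at 37 deg C, then treated with compounds for 24 hr before luciferase detection reagent is added and luminescence is read after 12 min at room temperature. The HEK293 line carries constitutively active GLP-1R with a cAMP-responsive reporter.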
# D3 ag: agonists of human D3 dopamine receptor | 410,000 compounds, 0.58% hits | max activation, % | D3R DiscoveRx beta-arrestin cells, luminescence, 90 min; in the data active = max activation above about 30%; note: 0% is about no effect; mostly tested at two doses, the higher about 12 µM
#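 Agonist-mode cell screen: cells plated at 1500/well and incubated overnight at 37 °C, then exposed to library compounds for 90 min at 37 °C. Detection reagent was added for 30–60 min at room temperature, and luminescence was read.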
# HEK293 tox: cytotoxicity counter-screen for GLP-1 receptor inverse agonists | HEK293 cAMP-luciferase reporter cells, luminescence, 24 h | Potency, µM (highest dose often 38.3 µM), inactives show top-dose activity change, negative = inhibition, usual class: inhibitors | 410,000 compounds, 0.13% hits | AID 624418;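 note: loss of luciferase light is scored as toxicity; potency is the fitted concentration of half-maximal effect; % is set by controls: 0 for no effect and ±100 for the full control effect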
#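 Here, cytotoxicity is scored as loss of luminescence. The MLSMR collection was tested on cells seeded in medium containing 10% Nu serum, with a 24 hr compound exposure preceded by 12 hours of culture.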
# IL-2 act: activators of IL-2 | 360,000 compounds, 0.065% hits | IL-2 activation reporter assay, cell-based qHTS; stimulated with anti-CD3/CD4/CD28 beads; in transgenic mouse T cells | activation, % (series mostly up to about 46 µM) | AID 652025; in the data active = activation above about 50%; inconclusive = mostly about 30% to 49%; note: 0% is about no effect
#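 Readout is EGFP and DsRed signal by fluorescent plate cytometry after 18 h at 37 degrees C. Transgenic mouse T cells (750/well) received compound for 60 min before bead stimulation (anti-CD3, anti-CD4, anti-CD28); memory T cells served as non-tolerant control.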
# * marks the source's active call; other numbers are inactive results; u = inconclusive; x = no result given; & = joins results of further samples; [ ] = another dose, or the depositor's remark. Unless noted, calls come from the whole dose curve; as a rule, active = well fitted curve in the direction sought with a large enough effect; inconclusive = small, poorly fitted or top-dose-only effect, or another doubt; inactive = no such curve, though single readings can be large; an effect the other way counts as inactive or inconclusive.
1) CCCC(c1nnnn1Cc1ccc(F)cc1)N1CCN(CC)CC1 (centres undefined)
2) Cc1ccc(C)c(CN2C(=O)c3ccccc3S(=O)c3ccc(C(=O)N(C)Cc4ccccc4)cc32)c1 (centres undefined)
3) CCC(=O)N1CCCc2cc(S(=O)(=O)N3CCN(c4ncccn4)CC3)ccc21
4) Cc1cc(C(=O)CSc2ccc(F)cc2)cc(C)c1OC(=S)N(C)C
5) Cc1ccc(C(=O)N/N=C\c2cc3c(cc2Br)OCO3)cn1
6) O=c1[nH]cnc2[nH]ncc12
7) COc1cccc(-n2c(SCC(=O)Nc3nc4ccccc4s3)nc3ccccc3c2=O)c1
8) COCCNC(=S)N1CCN(c2nc3ccccc3s2)CC1
assay / compound	1	2	3	4	5	6	7	8
WRN inhibitor	-1%	x	-6%	-2%	-12%[57.1 µM]	11%	-4%	-15%
DRD3 antagonist	0	x	4	34	u	-1	-17	-17
GLP-1R agonist	4%	-5%	1%	-10%	12%	-4%&3%	9%	2%
PLK1 PBD block	-23%	x	-18%	u	-4%	1%	-11%	-4%
PI5P4Ka inh	2	x	6	11	3	3	3	5
GLP-1R inv ag	1%	u	16%	u	28%	0%	u	3%
D3 ag	-5	-10	-8	3	-4	19&1	-1	-6
HEK293 tox	7%	2%	5%	3%	4%	5%	-4%	3%
IL-2 act	-0.9	x	-2.2	-0.6	-0.2	0.5	-1.6	0.4

9) CCN(CC)c1ccc(NC(=O)c2ccc3c(c2)OCO3)c(C)c1
10) COC(=O)/C=C1/S/C(=N/NC(=O)c2ccccc2C)NC1=O
11) COc1ccccc1CCc1nnc(CCC(=O)NCC2CCCO2)o1 (centres undefined)
12) COc1ccc(N2CCN(C(=O)COC(=O)CCc3ccccc3OC)CC2)cc1
13) Cc1cc(NC(=O)CN2CCC(O)CC2)nc2c1c(=O)oc1ccccc12
14) COc1ccc([C@@H]2C[C@H](c3ccccc3)Oc3cc(C)cc(C)c32)cc1
15) O=C1OC=NC1=Cc1ccccc1
16) CC1(CO)COC(c2ccccc2)=N1 (centres undefined)
assay / compound	9	10	11	12	13	14	15	16
WRN inhibitor	-9%	6%	-6%	-1%	x	-1%	-4%	-2%
DRD3 antagonist	9	u	10	13	x	-3	41	7
GLP-1R agonist	4%	-13%	0%	4%	0%	-5%	0%	-2%
PLK1 PBD block	2%	1%	0%	2%	x	5%	-2%	-3%
PI5P4Ka inh	5	2	2	1	x	4	-13	1
GLP-1R inv ag	u	0%	18%	6%	15%	u	4%	-1%
D3 ag	-1	0	1	2	0	1	-4	7
HEK293 tox	-18%	-18%	-15%	-11%	-17%	u	-9%	-1%
IL-2 act	-2.0	-1.8	2.3	1.3	x	-0.4	0.2	-0.3

17) Nc1[nH]nc2nc(NCc3ccccc3)c3c(c12)CCN(Cc1ccccc1)C3
18) CCCc1cc(=O)[nH]c(SCC(=O)NCCC2=CCCCC2)n1
19) O=C(CCc1ccccc1)Nc1cccc([N+](=O)[O-])c1
20) COc1ccc(-c2[nH]ncc2CN(C)Cc2cccnc2)c(F)c1
21) Cc1cccc(N2CC(=O)N(c3cccc(C)c3)CC2=O)c1
22) O=C(NCc1ccccc1)c1cc(C2COCCN2S(=O)(=O)c2cccs2)on1 (centres undefined)
23) C=C1CSc2nc(=O)c3c(C)c(C)sc3n21
24) O=C(NCC(=O)N1CCN(S(=O)(=O)c2c(F)cccc2F)CC1)c1ccccc1F
assay / compound	17	18	19	20	21	22	23	24
WRN inhibitor	-9%	4%	-2%	-7%	-8%	-5%	-12%	1%
DRD3 antagonist	0	9	u	155	-1	-2	26	7
GLP-1R agonist	20%	1%	1%	3%	5%	12%	1%	-15%
PLK1 PBD block	6%	-3%	-12%	1%	-8%	-10%	-10%	0%
PI5P4Ka inh	-3	14	-10	-5	0	3	4	3
GLP-1R inv ag	-7%	-6%	u	0%	2%	25%	36%[activator]	13%
D3 ag	4	3	-17	1	-2	6	-2	1
HEK293 tox	-7%	1%	-3%	-2%	16%	3%	3%	2%
IL-2 act	-4.9	-0.3	-0.5	1.7	-1.5	-0.8	-0.1	-0.7

25) Cc1ccc(S(=O)(=O)N(C)C[C@H]2OCCCC[C@@H](C)Oc3ccc(NC(=O)Cc4ccccc4)cc3C(=O)N([C@H](C)CO)C[C@@H]2C)cc1
26) CCCSc1nnc(NC(=O)c2nc(SC)ncc2Cl)s1
27) COCCN(CCOC)S(=O)(=O)c1ccc(C(=O)Nc2nnc(C3CC3)o2)cc1
28) CCOC(=O)c1c(NC(=O)CCC(=O)N(CC)CC)sc2c1CC(C)(C)OC2
29) COC(=O)c1ccc(COC(=O)c2ccccc2OC)cc1
30) C=CCNC(=S)N1CCN(c2ccccc2Cl)CC1
31) Cc1cccc(OCC(=O)Nc2ccc(N3CCCC3)cc2)c1C
32) CCn1cc(C(=O)N[C@@H](C)C(=O)NCCCn2ccnc2)c(=O)c2cc3c(cc21)OCO3
assay / compound	25	26	27	28	29	30	31	32
WRN inhibitor	4%	-14%	3%[57.1 µM]	-11%	-6%	2%	-16%	-4%
DRD3 antagonist	-4	-19	-53*	5	-1	-4	-28	-14
GLP-1R agonist	-1%	3%	-7%	-3%	22%	0%	-3%	0%
PLK1 PBD block	-5%	0%	-4%	-19%	-1%	0%	-11%	-10%
PI5P4Ka inh	3	x	1	1	1	0	x	0
GLP-1R inv ag	17%	-14%	3%	u	19%	u	4%	3%
D3 ag	3	-2	-14	7	1	-3	-9	-3
HEK293 tox	-5%	-8%	-1%	5%	9%	-1%	5%	3%
IL-2 act	-0.7	-4.5	-3.2	-2.8	-1.4	-0.3	-0.9	-2.2

33) CC1CC(=O)Nc2ccccc2N1C(=O)CSc1nnnn1C (centres undefined)
34) COc1cc(/C=C/C(=O)N2CCOCC2)ccc1OCc1ccccc1
35) COc1ccccc1-c1cc(C(F)(F)F)nc(N2CCCC2)n1
36) Cc1cc(=O)n2nc(N3CCC(C(=O)NC(C)c4ccccc4)CC3)sc2n1 (centres undefined)
37) O=C(Nc1ccc2c(c1)OCO2)C1Cc2c(-c3ccc4c(c3)OCO4)ccnc2O1 (centres undefined)
38) CC(C)(C)C1CCC(=NNC(=O)c2ccco2)CC1 (centres undefined)
39) O=C(CC(=O)N/N=C\c1ccc(F)cc1)NCCc1ccccc1
40) O=[N+]([O-])c1cccc(CNc2ccc3c(c2)CCC3)c1
assay / compound	33	34	35	36	37	38	39	40
WRN inhibitor	0%	-6%	-7%	-14%	0%	5%	-2%	-30%
DRD3 antagonist	32	4	-3	10	-9	-4	10	3
GLP-1R agonist	1%	-3%	4%	10%	17%	2%	4%	u
PLK1 PBD block	2%	3%	3%	5%	5%	2%	-11%	0%
PI5P4Ka inh	4	2	x	2	6	2	-2	-2
GLP-1R inv ag	5%	3%	u	3%	u	19%	u	u
D3 ag	6	-7	2	0	7	4	5	-3
HEK293 tox	-4%	9%	17%	-2%	-32%	5%	u	1%
IL-2 act	1.4	0.4	-1.6	1.0	-0.1	0.3	0.0	-0.3

41) C/C(=N\NC(=O)c1cc2ccccc2cc1O)c1ccccn1
42) CCCC(=O)Nc1ccc(C(=O)Nc2cccc(OC)c2)cc1
43) COc1ccccc1N1CCN(C2CCCN(C(=O)c3ccccn3)C2)CC1 (centres undefined)
44) COCCCn1c(C(C)C)nc2oc3cc(OC)ccc3c(=O)c2c1=O
45) CC1CCN(c2ccc3nnc(CCC(=O)N4CCCCC4)n3n2)CC1
46) O=S(=O)(Nc1ccc(OC(F)F)cc1)c1ccc(-c2ccon2)s1
47) CCCCN(C(=O)Cn1nnc2ccccc21)C(C(=O)NCCOC)c1ccc(OC)cc1OC (centres undefined)
48) CCOC(=O)CC(NC(=O)CCc1c(C)nc2c(-c3ccccc3)c(C)nn2c1C)c1ccc(OC(C)C)cc1 (centres undefined)
assay / compound	41	42	43	44	45	46	47	48
WRN inhibitor	2%	-1%	-10%	0%	-7%	-2%	7%[57.1 µM]	x
DRD3 antagonist	u	7	-6	3	7	u	-2	x
GLP-1R agonist	-4%	-5%	-4%	-7%	8%	6%	5%	-2%
PLK1 PBD block	u	3%	u	-8%	-29%	-7%	-1%	x
PI5P4Ka inh	-54*	-3	3	x	0	0	-3	x
GLP-1R inv ag	13%	-6%	-13%	3%	13%	-6%	-23%	-39%
D3 ag	-9	0	-10	-1	1	-15	-3	36*
HEK293 tox	-3%	-13%	2%	-10%	-8%	8%	-14%	-16%
IL-2 act	-3.5	0.8	-1.2	-2.2	1.1	0.2	-0.1	x

49) O=C(NC(Cc1c[nH]c2ccccc12)C(=O)O)/C(=C\c1ccc2c(c1)OCO2)NC(=O)c1ccccc1 (centres undefined)
50) Cc1cccc(-c2cc(C(=O)Nc3cccnc3)c3ccccc3n2)c1
51) CCOc1cc(/C=C\c2[nH]c(=O)[nH]c(=O)c2[N+](=O)[O-])ccc1OC(C)CC (centres undefined)
52) Fc1ccc(Oc2cc(N3CCOCC3)nc(-c3ccccc3)n2)c(F)c1
53) Cc1ccc(NC(=O)CSCC(=O)Nc2sccc2C#N)cc1
assay / compound	49	50	51	52	53
WRN inhibitor	-7%	-12%	-8%	-2%	-19%
DRD3 antagonist	3	28	-9	4	13
GLP-1R agonist	-2%	4%	0%	-2%	-1%
PLK1 PBD block	-13%	4%	-20%	-6%	-13%
PI5P4Ka inh	0	2	x	33	-27
GLP-1R inv ag	9%	u	-2%	-30%	-3%
D3 ag	4	5	-5	-9	20
HEK293 tox	0%	u	u	-11%	0%
IL-2 act	-2.0	-1.1	-4.2	1.9	-3.4

# In the list so far, 2 have a Cl atom.
26) CCCSc1nnc(NC(=O)c2nc(SC)ncc2Cl)s1
30) C=CCNC(=S)N1CCN(c2ccccc2Cl)CC1
assay / compound	26	30
WRN inhibitor	-14%	2%
DRD3 antagonist	-19	-4
GLP-1R agonist	3%	0%
PLK1 PBD block	0%	0%
PI5P4Ka inh	x	0
GLP-1R inv ag	-14%	u
D3 ag	-2	-3
HEK293 tox	-8%	-1%
IL-2 act	-4.5	-0.3
